NR2E3 ag-1 = human photoreceptor-specific nuclear receptor agonism | Q9Y5X4 | CHO-S Gal4-NCOR/VP16-NR2E3 two-hybrid, luciferase | inhibition of corepressor binding, % at 3.98 µM | 360,000 compounds, 0.35% hits | AID 602229;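 active means inhibition above the mean of all tested compounds plus 3 SD, cut at about 70% in these data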;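 further: 0% = DMSO with NR2E3 transfected cells and 100% = cells lacking NR2E3 construct; higher means lower luciferase signal from less NR2E3 corepressor binding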
Target sequence (Q9Y5X4 whole entry, looked up, the tested form may be a part): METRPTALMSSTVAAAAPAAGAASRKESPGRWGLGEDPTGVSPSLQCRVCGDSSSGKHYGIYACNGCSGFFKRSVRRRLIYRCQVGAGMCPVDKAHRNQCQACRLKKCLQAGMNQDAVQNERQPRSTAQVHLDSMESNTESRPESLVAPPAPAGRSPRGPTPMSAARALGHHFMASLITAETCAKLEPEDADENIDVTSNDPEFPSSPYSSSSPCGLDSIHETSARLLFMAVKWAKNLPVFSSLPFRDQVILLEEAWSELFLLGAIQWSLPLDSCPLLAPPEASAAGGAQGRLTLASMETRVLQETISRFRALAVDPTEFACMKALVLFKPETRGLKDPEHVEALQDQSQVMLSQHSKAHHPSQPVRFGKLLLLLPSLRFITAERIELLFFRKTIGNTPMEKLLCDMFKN
hiPSC survival = hiPSC single-cell survival enhancement; ATPlite luminescence; 100% = ROCK inhibitor wells, 0% = DMSO; survival enhancement, % at 20 µM; 360,000 compounds, 0.044% hits; AID 602274; in the data active means survival enhancement above about 18%;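 further: cells exposed to compounds for 16 hours before the ATP read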
Shn3 3UTR inh = inhibitors of Schnurri-3 3'UTR reporter in osteoblasts; AID 588674; 360,000 compounds, 0.52% hits; Clone20 osteoblast Shn3 3'UTR firefly luciferase, 24 h; inhibition, % at 12.5 µM;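 active means mean inhibition of at least 75% with every replicate also reaching 75%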;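 further: 0% = median of neutral control wells and 100% = pilot-screen positive control compound; some compounds past the cut are filed as inactive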
MITF TRPM1 inh = reduces MITF-dependent TRPM1 promoter luciferase signal | 330,000 compounds, 0.83% hits | SK-MEL-5 TRPM1 promoter luciferase, 24 h | inhibition, % at 12.5 µM;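 active means mean inhibition across replicates of 60% or more, whatever share of single replicates reaches that level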; further: values of inactives mirror those of a sister screen read the other way
EBV LMP1 NFkB = inhibitors of Epstein-Barr LMP1-induced NF-kappaB reporter. AID 504558. 350,000 compounds, 0.69% hits. LMP1-induced NF-kappaB luciferase reporter cells, luminescence. inhibition, % at 12.5 µM; in the data active means inhibition above about 41%;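 further: 0% = neutral control wells and 100% = reference inhibitor control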
HIF-2a inh = inhibitors of HIF-2a; 786-0 RCC cells HIF-2a reporter, luciferase luminescence, overnight; inhibition, % at 18.8 µM; 360,000 compounds, 0.72% hits; AID 624352;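 active means inhibition of the luminescence signal of 40% or more relative to plate controls, in a single-dose primary screen at 18.75 µM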
CF NFkB block = inhibitors of cystic fibrosis induced NF-kB | KKLEB NF-kB-GFP reporter, PAF-induced, GFP fluorescence overnight | inhibition, % at 5 µM | 360,000 compounds, 0.86% hits;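 active means at least 50% inhibition at 5 µM, scaled per plate between neutral and stimulator controls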;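 further: PAF is a Pseudomonas aeruginosa culture filtrate used as stimulus; plate controls were PAF-stimulated DMSO wells for no effect and unstimulated DMSO wells for full effect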
KKLEB cytotox = reduces viability of KKLEB cystic fibrosis airway cells; KKLEB CF airway cells viability, ATPlite luminescence, overnight; hits give low values; cells stimulated with P. aeruginosa culture filtrate; activity change (cytotoxicity), % at 5 µM; 360,000 compounds, 0.36% hits; AID 602141;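 active means corrected activity change at or below -50% at 5 µM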
C8 TRAIL sens = caspase-8 TRAIL sensitization. NB7+C8 cells + TRAIL, ATPlite viability luminescence. inhibition (viability loss, TRAIL sensitization), % at 10 µM. 360,000 compounds, 1% hits. AID 624354;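 active means compounds causing at least 50% loss of cell viability in the single-dose screen, relative to plate controls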
NR2E3 ag-2 = NR2E3 (human) agonism; 320,000 compounds, 0.12% hits; GST-NR2E3/biotin-RetCOR TR-FRET, 1536-well; AID 2300; inhibition of corepressor binding, % at 4.78 µM; Q9Y5X4;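 active means percent inhibition above the cutoff of mean plus 3 SD of all tested compounds, set per screening campaign, cut at about 20% in these data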;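 further: 0% = DMSO wells and 100% = biotin wells as full block of FRET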
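Material: NR2E3–RetCOR corepressor complex / Incubation: Compound–protein incubation for 5 h at 4 °C / Dosing: compound at 4.8 µM, single dose / Detection: time-resolved FRET / Benchmarks: high control biotin, low control 0.6% DMSO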
Peg3 promoter = Peg3 promoter activity inhibition; inhibition, % at 20 µM; HeLa PEG-Prom luciferase reporter, luminescence, overnight; 360,000 compounds, 1.7% hits;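 active means inhibition of at least 50% at 20 µM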
* marks the source's active call; other numbers are inactive results; · = no result given. An excerpt; the hit share may differ from the screen's.

SMILES	NR2E3 ag-1	hiPSC survival	Shn3 3UTR inh	MITF TRPM1 inh	EBV LMP1 NFkB	HIF-2a inh	CF NFkB block	KKLEB cytotox	C8 TRAIL sens	NR2E3 ag-2	Peg3 promoter
Cc1nn2c(-c3ccncc3)nnc2c2ccccc12	-6	-2.7	-4	-11	-54	-37	-87	6	-8	-2	-6
CCc1cccc(NC(=O)CSC2=NS(=O)(=O)c3ccccc32)c1	-16	-2.0	-26	55	-40	-30	-8	35	-9	4	68*
O=C(Cn1cnc2ccccc2c1=O)Nc1ccc(-c2nnc3n2CCCCC3)cc1	13	-0.6	-20	7	12	3	1	-6	-34	-4	15
CCOc1ccc(S(=O)(=O)N(C)c2ccc(OCC(=O)Nc3ccc4[nH]c(=O)[nH]c4c3)cc2)cc1	5	0.9	10	6	-3	5	8	-4	-1	0	10
Cn1nc(C(=O)N2CCN(C(c3ccccc3)c3ccccc3)CC2)c2ccccc2c1=O	4	0.0	13	-3	0	16	20	0	19	6	5
CC(NC(=O)COC(=O)Cn1cnc2ccccc2c1=O)C1CC2CCC1C2 (configuration not stated)	-12	-3.2	-7	1	3	10	-7	23	-9	-1	14
Cc1ccc(-n2c(SCC(=O)N/N=C/C=C/c3ccccc3[N+](=O)[O-])nc3ccccc3c2=O)cc1	-13	0.3	1	1	19	4	0	15	-16	0	7
COc1ccc(OC)c(-c2nc3cc4ccccc4cc3nc2-c2ccccc2)c1	-18	-0.6	73	7	3	-16	8	-10	-8	1	10
CCN(CCNC(=O)Nc1ccc(Cl)cc1)c1ccccc1	10	0.8	-13	2	5	-16	-3	3	1	4	5
O=C(OCn1nnc2ccccc2c1=O)c1cc(-c2ccccc2)nc2ccccc12	-7	3.2	-13	-2	-7	6	0	20	-7	2	10
COc1ccccc1/C=N/Nc1cc(C)nc(N2CCOCC2)n1	0	-0.7	-42	-3	-8	7	-2	3	2	4	19
CCCCc1nnc(NC(=O)CCS(=O)(=O)c2ccc(Cl)cc2)s1	0	-0.5	4	-6	-4	-4	17	2	-5	-2	12
O=C(COc1ccccc1)NCC(=O)N/N=C/c1ccc(O)cc1O	-23	0.5	-10	21	-9	19	2	3	20	-2	8
COc1ccccc1NC(=O)CN1CCN(CC(=O)Nc2ccc(Cl)c(C(F)(F)F)c2)CC1	27	-3.8	·	14	9	13	-2	-8	4	·	21
C1CCN=C(Nc2nn[nH]n2)CC1	-17	-3.0	-14	9	0	16	7	2	-12	1	1
Cc1ccc(Cn2cc(S(=O)(=O)c3ccc(Cl)cc3)c(=O)c3cc(F)ccc32)cc1	-9	2.6	20	3	-12	11	16	-10	10	4	7
COc1ccc(-c2ccc(CCC(=O)O)n2CC(=O)Nc2ccccc2C)cc1	8	-0.7	-16	7	29	5	9	-3	-16	-3	9
COc1ccc([C@@H]2CC=C(C(=O)O)[C@H](c3ccc(F)cc3)N2S(=O)(=O)c2ccc(Cl)cc2)cc1	-7	0.2	5	-2	-8	16	0	18	7	11	4
COc1ccccc1OCCn1cc(/C=N/NC(=O)c2ccncc2)c2ccccc21	8	-0.5	9	1	7	13	2	0	14	-1	-3
Cc1ccc(OC(C)C(=O)Nc2cc(C)on2)cc1 (configuration not stated)	-14	-0.6	-49	8	-2	-17	-8	16	-7	-3	7
Cn1c(=O)c2[nH]c(CCNC(=O)c3ccccc3)nc2n(C)c1=O	-4	-1.4	7	-2	3	15	22	-4	2	·	-2
CC1CC2OC(=O)C3(C)CCCC(C)(C23)C1(O)CCc1ccoc1 (configuration not stated)	-12	0.1	-33	1	7	-5	-6	-2	3	4	-8
COc1ccc(NC(=O)CCCCC#Cc2ccccc2)cc1	-21	0.2	-4	-11	5	-19	-7	15	-3	5	-10
CC(C)=CCC[C@](C)(O[C@@H]1O[C@H](CO[C@@H]2OC[C@@H](O)[C@H](O)[C@H]2O)[C@@H](O)[C@H](O)[C@H]1O)C1CC[C@]2(C)C1[C@H](O)CC1[C@@]3(C)CC[C@H](O[C@@H]4O[C@H](CO)[C@@H](O)[C@H](O)[C@H]4O)C(C)(C)C3CC[C@]12C (some centres not stated)	1	-0.9	6	1	5	8	10	-3	-13	·	-13
Cc1ccc(C(=O)OCC(=O)NCc2ccccc2)s1	-10	1.8	-14	·	-2	2	-1	9	3	·	2
COC(=O)CCCn1nc(NC(=O)COc2ccc(F)cc2)cc1C	-15	0.2	-16	9	1	-6	0	-3	-2	3	-4
COc1cc(/C=N/N2C(C)CCCC2C)cc(Br)c1O (configuration not stated)	-18	-1.4	10	0	3	13	2	2	1	1	-2
Cn1nc(C(F)(F)F)c(-c2ccc(Br)cc2)c1NC(=O)c1ccco1	0	-0.4	12	-7	4	21	8	-11	6	2	15
COc1ccc(C(=O)/C=C/Nc2ccccn2)cc1	-121	-4.2	23	67*	67*	52*	-5	-26	73*	1	63*
COc1ccc(C2CC(c3ccc(F)cc3)n3nc(NS(C)(=O)=O)nc3N2)cc1 (configuration not stated)	-8	-0.3	-11	-1	-7	24	-17	-2	-9	2	2
CCOC(=O)C1=NN(C(=O)c2ccc(C)cc2)C(O)(c2ccc(Cl)cc2)C1 (configuration not stated)	-12	-1.9	6	8	8	6	-4	6	9	-1	2
COc1cc(NC(=O)CCS(=O)(=O)c2ccc3c(c2)oc(=O)n3C)cc(OC)c1	-28	-0.5	-6	1	3	2	14	-20	-6	-1	2
CC(C)(C)c1nn(-c2ccccc2)c2[nH]c(=O)c(CNc3ccc4c(c3)OCCO4)cc12	-15	-0.6	13	41	27	-28	57*	16	-4	8	-19
CCOC(=O)N1CCN(S(=O)(=O)N2CCCC(C(=O)NCCc3ccc(OCC)c(OCC)c3)C2)CC1 (configuration not stated)	9	0.4	9	4	4	3	-2	5	2	0	-12
COc1ccc(N(CC(=O)NCc2ccccc2)S(=O)(=O)c2c(C)nn(C)c2C)cc1	5	-0.6	-17	·	1	7	-9	10	-1	0	-2
Cc1ccc(-c2noc(-c3ccccc3C(=O)NCC3CCCO3)n2)cc1 (configuration not stated)	-39	-1.6	-26	-4	-13	-126	-38	-15	23	0	-57
CCOc1ccsc1C(=O)OC	-13	1.2	-20	6	0	9	-17	0	13	-4	8
COc1cc(OC)cc(-c2c(-c3cccs3)c3cc(-c4ccc(C(N)=O)cc4)ccc3n2C)c1	12	-1.3	2	2	4	11	26	-23	35	·	15
COc1cc(/C=N/NC(=O)CCC(=O)NC2CCCCC2)ccc1C	-26	-0.2	4	12	-4	2	5	-13	-1	0	13
COc1cccc(/C=N/NC(=O)CNC(=O)C(c2ccccc2)c2ccccc2)c1O	-8	0.4	82	4	9	-29	-1	0	19	2	29
COc1ccc(S(=O)(=O)N2CCCCC2c2cc(C(=O)NCc3ccc(F)cc3)no2)cc1 (configuration not stated)	25	-2.0	8	·	·	5	5	-1	-7	·	15
CCN1CCN(CCCN(Cc2ccco2)C(=S)Nc2cccc(Cl)c2C)CC1	11	0.8	11	4	-4	23	-12	-14	-9	2	13
Cc1c(C)c2c(OCC(=O)NCc3ccccn3)cc3c(c2oc1=O)CCC(C)(C)O3	-14	-0.7	1	-7	11	-4	16	-14	2	9	24
CC(=O)OCCn1c2nc(=O)[nH]c(=O)c-2nc2cc(C)c(C)cc21	-5	-0.2	6	15	1	10	-9	-14	12	·	10
COc1ccccc1CCC(=O)Nc1ccc2c(c1)CN(CCCn1cccn1)CC2	-26	0.0	7	0	3	2	11	4	-7	1	3
CCN(Cc1ccccc1)C(=O)/C=C/c1ccccc1[N+](=O)[O-]	5	-1.8	-11	3	-6	-11	5	3	-5	·	-3
Cc1ccc(OCC(=O)Nc2ccc3c(c2)ncn3C)cc1	10	-0.4	7	-5	-1	5	-5	-4	10	·	0
Cc1ccc(NC(=O)N2CCN(c3ccccn3)CC2)cc1	-21	-1.9	-15	-26	2	-42	-10	2	12	2	-29
CSc1nn(-c2ccc(C(=O)OC(C(=O)NC(N)=O)C(C)C)cc2)c(=S)s1 (configuration not stated)	-17	6.2	9	7	-20	1	-4	-7	-9	1	0
CC(NC(=O)CN1C(=O)NC2(CCCCC2C)C1=O)c1ccccc1 (configuration not stated)	8	-1.2	-23	0	0	9	-1	-16	1	2	5
Cc1ccc(CSCC(=O)Nc2ccccc2)cc1	-6	-0.3	-7	-51	·	-119	8	-1	-6	2	-64
NNC(=O)c1cccc(COc2ccccc2Br)c1	-203	-1.2	-22	-13	4	-69	-1	8	10	3	-259
Cc1ccc(NC(=O)Cc2ccc([N+](=O)[O-])cc2)c(Br)c1	4	-1.1	-14	-7	-1	-5	-3	-4	4	0	14
COc1ccc(N2C(=O)CCC(C(=O)NCc3ccccn3)C2c2ccc(OC)c(OC)c2)cc1 (configuration not stated)	1	-3.4	-6	2	10	10	-16	-1	-21	3	10
Cc1ccc(NC(=O)c2cccc(N3C(=O)C4C5C=CC(C5)C4C3=O)c2)cc1C (configuration not stated)	-7	-0.4	30	5	-8	-22	12	8	13	·	-8
CC(=O)C1=C(c2ccccc2)NC(=O)NC1c1ccc(O)c(O)c1 (configuration not stated)	-11	-0.2	3	1	-1	12	-11	-23	-4	2	7
Cc1cc(C)c(C(=O)C2OC(=O)C(C)(C)C(=O)C2(C)C)c(C)c1 (configuration not stated)	-5	1.9	-9	5	13	14	12	-6	-3	2	-7
Cc1ccc(NS(=O)(=O)c2ccc(-c3cnc(C4CC4)o3)cc2)cc1	37	-0.3	31	-3	9	7	28	-2	29	-4	17
COc1cc(OC)c2c(-c3cccc(-c4ccc(C(C)=O)cc4)c3)cc(=O)oc2c1	-20	0.3	-4	42	-1	1	55*	-6	23	·	-12
Cc1cccc(N(C)S(=O)(=O)c2nnc(NC(=O)c3ccco3)s2)c1	-8	0.2	36	-6	-8	11	5	-6	9	0	0

Not a retest: entries from further up.
SMILES	NR2E3 ag-1	hiPSC survival	Shn3 3UTR inh	MITF TRPM1 inh	EBV LMP1 NFkB	HIF-2a inh	CF NFkB block	KKLEB cytotox	C8 TRAIL sens	NR2E3 ag-2	Peg3 promoter
CCOC(=O)C1=NN(C(=O)c2ccc(C)cc2)C(O)(c2ccc(Cl)cc2)C1 (configuration not stated)	-12	-1.9	6	8	8	6	-4	6	9	-1	2
COc1cc(NC(=O)CCS(=O)(=O)c2ccc3c(c2)oc(=O)n3C)cc(OC)c1	-28	-0.5	-6	1	3	2	14	-20	-6	-1	2

Another view of 2 compounds above:
Fields: NR2E3 ag-1, hiPSC survival, Shn3 3UTR inh, MITF TRPM1 inh, EBV LMP1 NFkB, HIF-2a inh, CF NFkB block, KKLEB cytotox, C8 TRAIL sens, NR2E3 ag-2, Peg3 promoter
Cc1ccc(NC(=O)c2cccc(N3C(=O)C4C5C=CC(C5)C4C3=O)c2)cc1C (configuration not stated)
→ -7, -0.4, 30, 5, -8, -22, 12, 8, 13, ·, -8
CC(=O)C1=C(c2ccccc2)NC(=O)NC1c1ccc(O)c(O)c1 (configuration not stated)
→ -11, -0.2, 3, 1, -1, 12, -11, -23, -4, 2, 7

From PubChem
